DRD3 antagonist: antagonists of human D3 dopamine receptor; AID 652054; actives 2.5% (n = 360,000); D3R cells, DiscoveRx beta-arrestin luminescence, antagonist mode; active compounds read low; max response, negative = inhibition, %; P35462; in the data active = max response below about -50%; inconclusive = no clear call, values can overlap the other calls; note: % is set by controls: 0 for no effect and ±100 for the full control effect; mostly tested at two doses, the higher about 12 µM
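Cells expressing the human receptor were seeded at 1500 cells/well, incubated overnight at 37 degrees C in 5% CO2, then exposed to library compounds with dopamine controls for 90 minutes at 37 degrees C before luminescent detection.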
GLP1R ag: agonists of human GLP-1 receptor | AID 624172 | Potency, µM (titrated, usually from 45.6 µM), without a hit: at the top dose activation, hits mostly activators | P43220 | actives 0.007% (n = 380,000) | HEK293 GLP-1R CRE-luciferase, luminescence, 4-6 h; cells express a hypersensitive GLP-1R form; note: potency is the fitted concentration of half-maximal effect; % of control where 0% means no effect
Target sequence (P43220 whole entry, looked up): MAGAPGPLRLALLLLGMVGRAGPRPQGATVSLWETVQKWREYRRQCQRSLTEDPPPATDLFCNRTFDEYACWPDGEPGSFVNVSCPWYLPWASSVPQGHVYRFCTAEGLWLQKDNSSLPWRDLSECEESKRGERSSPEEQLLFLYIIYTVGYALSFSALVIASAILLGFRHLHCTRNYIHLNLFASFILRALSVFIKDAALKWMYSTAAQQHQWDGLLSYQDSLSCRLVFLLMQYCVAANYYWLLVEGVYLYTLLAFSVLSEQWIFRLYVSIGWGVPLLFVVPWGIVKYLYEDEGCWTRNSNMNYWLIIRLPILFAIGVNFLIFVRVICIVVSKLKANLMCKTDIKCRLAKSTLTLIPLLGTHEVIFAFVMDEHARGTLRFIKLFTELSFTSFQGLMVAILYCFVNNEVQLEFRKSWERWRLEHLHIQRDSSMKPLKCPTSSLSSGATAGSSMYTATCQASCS
aSyn rescue: rescues yeast growth from alpha-synuclein toxicity; AID 652106; actives 0.14% (n = 370,000); Potency, µM (series often up to 46.1 µM), inactives show top-dose growth rescue (activation), hits mostly activators; Yeast expressing alpha-synuclein, growth rescue, BacTiter-Glo, 24 h; note: potency is the fitted concentration of half-maximal effect; % of control where 0% means no effect; nearly all actives have a fitted effect of over 65% in size
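Galactose-induced alpha-syn yeast (OD600=0.02, raffinose-pregrown) + pinned cpd, 24 hr, 30 deg C; growth by BacTiter-Glo luminescence. Growth restoration scores as activation.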
KB-V1 cytotox: kills drug-selected multidrug resistant KB-V1 cells | AID 1347076 | KB-V1 MDR cells viability, CellTiter-Glo, 72 h | actives 3.4% (n = 400,000) | Potency, µM (titrated, usually from 46.1 µM), for the others: at the highest dose activity change, negative = cytotoxicity, most hits filed as cytotoxic; note: potency is the fitted concentration of half-maximal effect; % is set by controls: 0 for no effect and ±100 for the full control effect; nearly all actives have a fitted effect of over 60% in size
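KB-V1, DMEM (no phenol red) + 10% FBS; cpd pin-transferred, titration series; 72 h, 37 degrees C; CellTiter-Glo, luminescence. Data normalized, curve-fit.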
PTHR1 agonist: activates the human parathyroid hormone receptor PTHR1 | Q03431 | HEK293 GP2 PTHR1 cells, GloSensor cAMP luminescence, 1 h | Potency, µM (series often up to 115 µM), for the others: at the top dose activation, usual class: activators | actives 0.075% (n = 410,000) | AID 743266; note: potency is the fitted concentration of half-maximal effect; nearly all actives have a fitted effect of over 55% in size; some results filed as inactive show a strong effect at the top dose; inactives centre near -15; many of its hits are not listed in these tables
Target sequence (Q03431 whole entry, looked up): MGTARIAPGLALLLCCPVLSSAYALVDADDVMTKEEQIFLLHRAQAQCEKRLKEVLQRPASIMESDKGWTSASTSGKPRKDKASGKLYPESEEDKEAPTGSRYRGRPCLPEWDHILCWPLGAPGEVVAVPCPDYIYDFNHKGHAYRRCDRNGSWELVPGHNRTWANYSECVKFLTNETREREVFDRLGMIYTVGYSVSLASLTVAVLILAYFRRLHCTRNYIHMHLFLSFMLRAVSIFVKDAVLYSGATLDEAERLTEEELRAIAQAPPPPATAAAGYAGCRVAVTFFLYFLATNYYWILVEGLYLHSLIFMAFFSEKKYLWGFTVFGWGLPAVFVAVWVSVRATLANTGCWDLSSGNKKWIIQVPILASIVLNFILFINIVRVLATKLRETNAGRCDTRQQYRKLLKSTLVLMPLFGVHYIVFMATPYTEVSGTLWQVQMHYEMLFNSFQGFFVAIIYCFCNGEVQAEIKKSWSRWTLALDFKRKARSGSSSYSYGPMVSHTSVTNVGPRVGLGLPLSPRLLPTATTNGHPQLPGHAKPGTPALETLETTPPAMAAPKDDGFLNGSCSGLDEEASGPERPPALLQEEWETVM
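HEK-293-derived GP2 cells expressing PTHR1 and a GloSensor cAMP reporter, 3,000/well, plated overnight, given luciferin plus IBMX (each 0.5 mM as added) for 1 h at 37 °C, then compound for 1 h at 37 °C. Luminescence was read after 15 min at room temperature.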
DRD3 agonist: D3 dopamine receptor (human) agonism. AID 652048. max activation, %. actives 0.58% (n = 410,000). P35462. D3R DiscoveRx beta-arrestin cells, luminescence, 90 min; in the data active = max activation above about 30%; note: 0% is about no effect; mostly tested at two doses, the higher about 12 µM
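Agonist mode: compounds and dopamine controls were applied to plated cells for 90 min at 37 degrees C after an overnight attachment at 1500 cells/well. Luminescent read-out followed 30 - 60 minutes at room temperature with DiscoveRx detection reagent.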
GLP1R cytotox: cytotoxicity in counter-screen for GLP-1R inverse agonists; HEK293 cAMP-luciferase reporter cells, luminescence, 24 h; Potency, µM (top dose mostly 38.3 µM), without a hit: top-dose activity change, negative = inhibition, hits mostly inhibitors; actives 0.13% (n = 410,000);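 note: loss of luciferase light is scored as toxicity; potency is the fitted concentration of half-maximal effect; % is set by controls: 0 for no effect and ±100 for the full control effect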
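Seeding density was 200 cells/uL; after overnight-length (12 h) culture, 23 nL compounds went on for 24 h at 37 °C. Readout used a luciferase detection reagent, luminescence taken after 12 min at room temperature.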
TDP-43 yeast inh: rescues yeast growth from TDP-43 toxicity | actives 1.8% (n = 410,000) | Potency, µM (titrated, usually from 46.1 µM), without a hit: at the highest dose growth rescue (activation), actives largely listed as activators | TDP-43 expressing yeast growth rescue, BacTiter-Glo, 24 h; note: potency is the fitted concentration of half-maximal effect; % of control where 0% means no effect; nearly all actives have a fitted effect of over 50% in size
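In this qHTS, compounds that restore growth of yeast expressing TDP-43 appear as activators. Cells (OD600=0.02, galactose medium, raffinose-pregrown) are incubated with compound 24 hr at 30 deg C and growth is quantified by BacTiter-Glo.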
GLP1R inv ag: GLP-1 receptor (human) inverse agonism. P43220. AID 624417. HEK293 GLP-1R CRE-luciferase, luminescence, 24 h; GLP-1R form is constitutively active. Potency, µM (series often up to 38.3 µM), for inactives: at the highest dose activity change, negative = inhibition, most hits filed as inhibitors. actives 1.6% (n = 410,000); note: potency is the fitted concentration of half-maximal effect; % is set by controls: 0 for no effect and ±100 for the full control effect; nearly all actives have a fitted effect of over 55% in size
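Stable HEK293 clone (constitutively active GLP-1R + cAMP-response luciferase); 200 cells/uL plated, 12 h pre-culture, compound 24 hr, 37 deg C/5% CO2; detection reagent 12 min RT; luminescence.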
Starred values were filed as active, the others as inactive; i = inactive; ? = inconclusive; . = not tested or not shown; [ ] = dose if it differs, or a comment. Unless noted, calls come from the whole dose curve; as a rule, active = well fitted curve in the direction sought with a large enough effect; inconclusive = small, poorly fitted or top-dose-only effect, or another doubt; inactive = no such curve, though single readings can be large; an effect the other way counts as inactive or inconclusive. Only part of the results is shown; count on the stated rates, not on these rows.

SMILES | DRD3 antagonist | GLP1R ag | aSyn rescue | KB-V1 cytotox | PTHR1 agonist | DRD3 agonist | GLP1R cytotox | TDP-43 yeast inh | GLP1R inv ag
COc1cc(OC)cc(-c2cc3nc(C)c(CCC(=O)NCCc4cccc(C)c4)c(C)n3n2)c1 | . | 0% | . | 7% | i | 11 | 0% | 14% | -3%
CCN1CCN(C(=O)/C(C#N)=C/c2ccc(OC(F)F)cc2)CC1 | 4 | -2% | 1% | 6% | i | -1 | 6% | 11% | 7%
Cc1nnc(SCC(=O)N2CCC(c3noc4ccc(F)cc34)CC2)s1 | 18 | -15% | 20% | ? | i | 2 | 3% | 2% | ?
CCCCn1c(NC(=O)CC)c(C#N)c2nc3ccccc3nc21 | 8 | 0% | -9% | -2% | i | 4 | 17% | 15% | 1%
COc1cccc(C(=O)COC(=O)CCC(=O)c2ccccc2)c1 | -3 | 3% | -5% | 38% | i | -3 | -15% | 2% | -13%
Cc1cc(C)n2nc(/C(C#N)=C/c3ccccc3)c(C#N)c2n1 | 9 | 2% | 0% | -30% | i | -2 | 21% | 10% | 73%[activator]
C(#CCN1CCCC1)CC(c1ccccc1)c1ccccc1 | -14 | 10% | -3% | ? | -3% | -23 | ? | -14% | ?
Brc1cccc(CSc2nnc(-c3ccncc3)o2)c1 | -13 | -25% | -4% | ? | -57%[inhibitor] | -9 | -3%[0.307 µM] | ? | -4%[0.307 µM]

An excerpt from above with just DRD3 agonist.
SMILES,DRD3 agonist
CCN1CCN(C(=O)/C(C#N)=C/c2ccc(OC(F)F)cc2)CC1,-1
Cc1nnc(SCC(=O)N2CCC(c3noc4ccc(F)cc34)CC2)s1,2
CCCCn1c(NC(=O)CC)c(C#N)c2nc3ccccc3nc21,4
COc1cccc(C(=O)COC(=O)CCC(=O)c2ccccc2)c1,-3

Structural class: those above containing an aryl thioether with sulfur outside any ring
SMILES | DRD3 antagonist | GLP1R ag | aSyn rescue | KB-V1 cytotox | PTHR1 agonist | DRD3 agonist | GLP1R cytotox | TDP-43 yeast inh | GLP1R inv ag
Cc1nnc(SCC(=O)N2CCC(c3noc4ccc(F)cc34)CC2)s1 | 18 | -15% | 20% | ? | i | 2 | 3% | 2% | ?
Brc1cccc(CSc2nnc(-c3ccncc3)o2)c1 | -13 | -25% | -4% | ? | -57%[inhibitor] | -9 | -3%[0.307 µM] | ? | -4%[0.307 µM]

Further compounds follow:
SMILES | DRD3 antagonist | GLP1R ag | aSyn rescue | KB-V1 cytotox | PTHR1 agonist | DRD3 agonist | GLP1R cytotox | TDP-43 yeast inh | GLP1R inv ag
N#C/C(=C\c1ccc([N+](=O)[O-])cc1)C(=O)Nc1ccccc1O | -7 | -22% | 6% | -21% | -81%[inhibitor] | -8 | -22% | -9% | ?
Cc1c(OCC(=O)NCC2CCC(C(=O)O)CC2)ccc2c(-c3ccccc3)cc(=O)oc12 (stereo not drawn) | -21 | -4% | 1% | -9% | -26% | -22 | 2% | -12% | 4%
S=C(NCCCN1CCOCC1)N1CCN(c2nc(-c3ccccc3)cs2)CC1 | -24 | 4% | 3% | -3% | -25% | -4 | -4% | 10% | ?
CCNS(=O)(=O)c1ccc(S(=O)(=O)N(Cc2ccccn2)C2CCCCC2)cc1 | ? | 1% | 10% | ? | -15% | 5 | -12% | 14% | -18%
Cc1ccccc1CN1CCN(C(=O)c2ccco2)CC1 | 8 | 5% | 8% | -13% | i | 3 | 3% | 14% | -23%
COC(C(=O)Nc1ccc(S(=O)(=O)Nc2ccc(F)cc2)cc1)c1ccccc1 (stereo not drawn) | 0 | 7% | 7% | -7% | -8% | -23 | 5% | -20% | ?
Cc1ccc(C(=O)NCCC(=O)N2CCC3(CC2)NCCc2[nH]cnc23)cc1C | -1 | 4% | -9% | ? | i | 4 | -11% | 10% | 8%
Cc1cccc(N2CCN(C(=O)C(NS(=O)(=O)c3cccs3)c3ccccc3)CC2)c1C (stereo not drawn) | -6 | -2% | 7% | ? | -3%[57.5 µM] | 13 | -16% | -15% | -13%
COc1ccc(-c2c(C)nn(-c3ccccc3)c2NC(C)=O)cc1OC | 18 | -1% | 4% | 3% | -15% | 3 | 10% | 10% | 27%
Cc1nn(C)cc1/C=C/C(=O)c1ccccc1 | -4 | -11% | 1% | -13% | -21%[57.5 µM] | -12 | -18% | 9% | -7%
CC1CC(C)CN(CCCNC(=O)CCNC(=O)Cn2ccc3ccccc3c2=O)C1 (stereo not drawn) | -14 | -4% | -1% | 1% | -7%[57.5 µM] | 0 | 4% | 15% | 8%
CCN(c1ccccc1)S(=O)(=O)c1ccc(Cl)c(C(=O)Nc2ccncc2)c1 | 13 | 8% | 2% | ? | -23% | 0 | -4% | 6% | ?
COCCn1c(=O)[nH]c2cc(C(=O)N3CCN(c4ccccc4F)CC3)ccc2c1=O | 2 | 3% | 1% | -19% | -56%[inhibitor] | -6 | 15% | 0% | 5%
CCCCCCC1CC(=O)NC(=S)N1 (stereo not drawn) | -2 | -4% | 8% | 0% | -11% | 6 | -20% | 24% | -7%
Cc1cc(C)n2c(SCC(C)C)nnc2n1 | -12 | 13% | 1% | 11% | i | 11 | -14% | 12% | 20%
COc1ccc(-c2nnc(NC(=O)c3c(OC)cccc3OC)s2)cc1 | -25 | 2% | 1% | ? | -5% | -3 | 0% | 9% | -4%

Later entries
Structure | DRD3 antagonist | GLP1R ag | aSyn rescue | KB-V1 cytotox | PTHR1 agonist | DRD3 agonist | GLP1R cytotox | TDP-43 yeast inh | GLP1R inv ag
CNc1cc(Cl)nc(SC)n1 | -1 | -1% | 0% | ? | -10% | 0 | -7% | 0% | 1%
CC(C)Cc1nn2c(=O)cc(COC(=O)c3ccc(NC(=O)CCc4ccccc4)cc3)nc2s1 | . | . | . | . | i | -4 | 8% | 22% | 16%
Cc1[nH]cnc1CSCCN | ? | -3% | -6% | -3% | -16% | -3 | 8% | -5% | 4%
COc1ccc(CCNC(=O)c2ccc3c(c2)CCN3S(C)(=O)=O)cc1 | . | . | . | -1% | -3% | -12 | 1% | 14% | -1%
CCc1ccc(NC(=O)[C@H](C)NC(=O)C2CCN(C(=O)[C@@H](N)CC(C)C)CC2)cc1 | 9 | 0% | -23% | 21% | -18% | 3 | -7% | -1% | 10%
O=C(CCS(=O)(=O)c1cccs1)NC1CCCCCC1 | 23 | -5% | 6% | 26% | i | 6 | 2% | 12% | 0%
CCN(CC)c1ccc(/C=C2\CCC(/C=C(/C#N)C(=O)Nc3ccccc3F)=C2N2CCOCC2)cc1 | 3 | 9% | -5% | 2% | -17% | -2 | -1% | -36%[inhibitor] | 5%
O=C(Nc1ccc(F)cc1)C1CCN(C(=O)c2ccc([N+](=O)[O-])cc2)CC1 | 8 | -8% | 3% | 1% | -63%[inhibitor] | 4 | -10% | -8% | -10%
COc1cc2c(cc1OC)CN(CC(=O)Nc1cccc([N+](=O)[O-])c1)CC2 | -4 | 15% | 0% | -4% | i | -6 | 8% | 6% | 3%
Cc1noc(C)c1NC(=O)Nc1ccc2c(c1)C(=O)N([C@H](C)CO)C[C@H](C)[C@@H](CN(C)C(=O)Nc1ccccc1)O2 | 36 | -1% | 3% | 10% | -16% | 1 | -5% | 12% | 13%
O=C(Nc1cccc(-c2nc3ccccc3s2)c1)c1cc(-n2cnnc2)ccc1Cl | 49 | -5% | -4% | -25% | -94%[inhibitor] | 1 | 4% | 0% | 8%
CCOc1ccc(/C(O)=C2/C(=O)C(=O)N(CCCN3CCOCC3)C2c2ccc(F)cc2)cc1C (stereo not drawn) | 1 | -1% | -2% | 5% | 21% | -8 | 1% | -25% | 16%
Cc1cccc2[nH]c(SCC(=O)N3CCOCC3)nc12 | 5 | -5% | -1% | 12% | ? | -20 | -3% | 5% | 11%
CCN1C(=NCc2ccco2)N[C@@H](c2cccc(F)c2)C(C(=O)OC)=C1C | 16 | -2% | 5% | -7% | 14% | 0 | 4% | -8% | 13%
O=C(c1ccc(Br)cc1)c1cc(-c2ccccn2)c(N2CCOCC2)s1 | -12 | -6% | 4% | 4.1µM* | -7%[57.5 µM] | 2 | 1% | ? | 3%
COc1cccc(/C=C2\SC(=S)N(c3cccnc3)C2=O)c1OC | 12 | 1% | -8% | 1% | -42%[inhibitor] | 5 | -1% | -2% | -5%
CC[C@H](C)/C=C/C1=CC2=C(Cl)C(=O)[C@@]3(C)OC(=O)C(C(=O)[C@H](C)[C@@H](C)O)=C3C2=CO1 | -6 | -4% | -8% | 27% | -25% | 4 | -9% | ? | -11%
CC(CC(=O)NC1CCCC1)c1ccccc1 (stereo not drawn) | 9 | -9% | -1% | -2% | -24% | -8 | -7% | 13% | -22%
COc1ccccc1Nc1nc(N)nc(CN2CCc3ccccc3C2)n1 | 76 | 14% | -5% | -7% | i | -2 | -14% | 6% | 8%
COc1ccc(C(=O)NCC(c2ccc(N(C)C)cc2)N2CCOCC2)cc1 (stereo not drawn) | . | 14% | . | 9% | -10% | 8 | -15% | 27% | 6%
O=C(NCc1ccccc1)c1cc(S(=O)(=O)N2CCOCC2)ccc1F | 25 | -9% | -1% | 2% | 17%[57.5 µM] | -8 | 67%[activator] | -11% | 0%
O=c1[nH]c(CSc2ncnc3sc(-c4ccccc4)cc23)nc2ccccc12 | 14 | -2% | -7% | 19% | i | 22 | 1% | -5% | 4%
Cc1ccc(CC(=O)Nc2ccc(C(=O)N3CCOCC3)cc2)cc1 | -14 | 14% | -6% | -1% | i | -1 | 3% | 2% | 20%

Screens (PubChem)
